Screens as filed in PubChem BioAssay.
DYRK1A inh = rat Dyrk1A kinase inhibitors, primary screen, biochemical, single point, plate reader; inhibition, % at 12.5 µM; ADP-Glo luminescence, NFATc1 peptide; AID 504441, 2011; actives 0.43% (n = 310,000); in the data active means inhibition above about 50%;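 further: plate controls were vehicle with enzyme for no effect and no enzyme for full effect; many of its hits are not listed in these tables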
KLF5 inh = KLF5 expression inhibitors, primary screen, DLD-1 cells, luminescence | DLD-1 KLF5 promoter-luciferase reporter | AID 1700, 2009 | actives 0.23% (n = 290,000) | inhibition, % at 5 µM;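 active means inhibition above a per-plate limit of that plate's mean compound inhibition plus 3 SD, cut at about 60% in these data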;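 further: 0% = DMSO wells and 100% = LY294002 at 200 µM; higher means less KLF5 promoter-driven luciferase light; inactives centre near -14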
HSF-1 act = HSF-1 activators, primary screen, NIH3T3-HGL cells, MG132 stress, luminescence, single point | actives 1.7% (n = 300,000) | AID 504408, 2011 | NIH3T3-HGL HSF-1 luciferase reporter, 8 h; 100% = twice DMSO control signal | activation, % at 9 µM;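 active means mean replicate activation of at least 50% with a set share of replicates each reaching 50%; inconclusive means only one of those two conditions met; inactive means mean below 50% and too few replicates reaching it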;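 further: 0% = median of the neutral control wells and 100% = twice that signal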
aSyn UTR inh = MLPCN primary screen, SNCA 5' untranslated region; alpha-synuclein 5'UTR reporter, inhibitor activity; inhibition, % (tested at 7.5 µM); actives 0.82% (n = 300,000); in the data active means inhibition above about 60%; inconclusive means no clear call, values can overlap the other calls;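 further: H4 neuroglioblastoma cells stably carrying SNCA 5'UTR luciferase fusion; 0% = DMSO wells and 100% = positive control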
HSP90 refold inh = HSP90 inhibitors, primary screen, cell lysate, luminescence; Heat shock protein HSP 90 (rabbit reticulocyte lysate; luciferase refolding); Rabbit reticulocyte lysate, luciferase refolding luminescence, 3 h; inhibition, % at 5.6 µM; actives 0.91% (n = 290,000); AID 1789, 2009;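 active means inhibition above the screen-wide mean plus 3 SD, computed separately per campaign, cut at about 16% in these data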;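 further: 0% = DMSO wells and 100% = 60 µM geldanamycin wells; inhibitors lower the luminescence because luciferase stays unfolded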
HSF1 inh = HSF1 inhibitors in luciferase reporter cells, primary screen, cell-based, NIH3T3, luminescence | NIH3T3-HGL HSE-luciferase, MG132-induced, luminescence 8 h; active compounds read low | activity change, negative = inhibition, % at 7.5 µM (by protocol) | AID 2098, 2009 | actives 0.77% (n = 300,000);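 active means more than half of replicate wells show activity change below -50%, luminescence cut by over half; inconclusive means some wells, but at most half, below -50%; inactive means no replicate well below -50%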;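 further: luciferase reports HSF-1 transcriptional activity via heat shock element; 0% = median of DMSO wells and -100% = zero luminescence signal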
IEC-6 cytotox = cytotoxicity in IEC-6 intestinal epithelial cells, primary screen, cytotoxicity control for KLF5 inhibitor project, cell-based, luminescence; inhibition, % at 5 µM; AID 1825, 2009; IEC-6 cytotoxicity, luminescence viability; actives 0.78% (n = 290,000); in the data active means inhibition above about 22%;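 further: 0% = plate median of test compound wells and 100% = cytotoxic reference compound wells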
GSK3beta inhib = human GSK3beta kinase inhibitors, primary screen, biochemical, cell-free homogeneous, HTS; GST-GSK3beta kinase, ADP-Glo luminescence, 60 min; active compounds read low; actives 0.038% (n = 300,000); AID 2097, 2009; Glycogen synthase kinase-3 beta (Homo sapiens), P49841; activity score (negative = inhibition), % at 10 µM;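 active means more than half of replicate wells score below -50%, meaning over 50% inhibition versus plate controls; inconclusive means some replicates but at most half score below -50%; inactive means no replicate scores below -50%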;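 further: 0% = median DMSO wells and -100% = median GW8510 positive control wells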
Target sequence (P49841 whole entry, looked up): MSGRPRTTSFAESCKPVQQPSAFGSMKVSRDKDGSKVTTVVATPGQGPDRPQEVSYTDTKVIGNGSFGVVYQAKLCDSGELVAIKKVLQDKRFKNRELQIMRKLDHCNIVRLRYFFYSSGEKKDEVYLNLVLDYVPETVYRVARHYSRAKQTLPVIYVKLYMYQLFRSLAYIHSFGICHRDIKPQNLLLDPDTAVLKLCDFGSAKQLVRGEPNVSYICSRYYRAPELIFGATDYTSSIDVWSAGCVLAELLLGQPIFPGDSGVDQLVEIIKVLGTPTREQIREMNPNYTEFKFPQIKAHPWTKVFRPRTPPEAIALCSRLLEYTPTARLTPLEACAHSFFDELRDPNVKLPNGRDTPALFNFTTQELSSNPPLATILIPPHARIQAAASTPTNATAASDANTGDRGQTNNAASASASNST
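Assay system: GST-tagged human GSK3beta kinase, cell-free; Input: 1.6 ng GSK3beta; Medium: Tris/MgCl2 kinase buffer; Timing: 60 min enzyme reaction, room temperature; Signal: ADP-Glo luminescence quantifying ADP generated by kinase; Evaluation: score relative to plate controls; Benchmarks: DMSO neutral wells and GW8510 at 20 µM as positive.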
Platelet DG rel = inhibitors of platelet dense granule secretion, primary screen, cell-based, MLPCN, human platelets. inhibition, %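 (compounds screened at 7.5 µM in platelet-rich plasma)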. actives 0.22% (n = 300,000). human platelet-rich plasma, SFLLRN dense granule ATP release, luminescence;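 active means mean replicate score, as percent of positive control, at or above 50; inconclusive means mean below 50 but at least one replicate at or above 50; inactive means mean and every replicate below 50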
GSK3A inh = blockers of GSK3A enzyme activity – biochemical, luminescence, cell-free homogeneous, HTS, primary screen; GSK-3 alpha kinase, ADP-Glo luminescence, 60 min; inhibition, % at 10 µM; actives 0.1% (n = 320,000);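 in the data active means inhibition above about 50%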;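 further: GST-tagged GSK-3 alpha with peptide substrate and 25 µM ATP; 0% = DMSO neutral wells and 100% = GW8510 positive control wells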
Target sequence (P49840 whole entry, looked up): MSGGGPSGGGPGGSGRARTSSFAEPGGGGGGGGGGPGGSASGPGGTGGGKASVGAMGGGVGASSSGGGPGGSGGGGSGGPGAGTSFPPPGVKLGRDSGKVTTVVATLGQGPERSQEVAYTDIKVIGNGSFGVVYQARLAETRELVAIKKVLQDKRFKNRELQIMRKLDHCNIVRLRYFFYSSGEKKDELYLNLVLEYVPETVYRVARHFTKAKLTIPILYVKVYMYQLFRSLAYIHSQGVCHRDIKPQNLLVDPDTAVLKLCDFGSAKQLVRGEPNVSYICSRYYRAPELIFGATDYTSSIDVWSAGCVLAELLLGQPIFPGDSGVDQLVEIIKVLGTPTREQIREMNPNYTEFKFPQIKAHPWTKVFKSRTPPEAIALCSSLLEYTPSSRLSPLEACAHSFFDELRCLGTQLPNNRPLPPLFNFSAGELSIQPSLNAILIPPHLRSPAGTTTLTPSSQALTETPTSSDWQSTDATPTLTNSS
* hit, by the source's call; ? = inconclusive; . = no result given.

SMILES | DYRK1A inh | KLF5 inh | HSF-1 act | aSyn UTR inh | HSP90 refold inh | HSF1 inh | IEC-6 cytotox | GSK3beta inhib | Platelet DG rel | GSK3A inh
Nn1c(Cc2ccccc2)n[nH]c1=S | . | -28 | -7 | -8 | -2 | -1 | -12 | -3 | 2 | -1
COc1ccc(CC(=O)Nc2oc(-c3ccccc3)c(-c3ccccc3)c2C#N)cc1OC | 1 | 10 | 12 | -8 | 5 | 0 | 2 | 3 | -8 | -1
O=C(NCCc1ccccc1)C1CCN(S(=O)(=O)N2CCOCC2)CC1 | -3 | -50 | 24 | 4 | 1 | 14 | 2 | -3 | 3 | -2
Cc1cccc(Nc2sc(C(=O)c3cc4cc(Cl)ccc4o3)c(N)c2C#N)c1 | . | -2 | 2 | -17 | 0 | 1 | -2 | -2 | 5 | 4
CC(=O)Nc1ccc(NC(=O)CN(c2cccc(C)c2)S(C)(=O)=O)cc1 | -5 | -4 | 10 | 1 | -2 | -3 | -4 | 1 | 2 | -5
O=C(COc1ccc(Cl)cc1Cl)Nc1ccc(Cl)cn1 | 0 | -137 | 24 | 4 | 8 | 10 | 8 | -1 | 7 | -4
CCOc1ccccc1CNC(=O)Cn1c(=O)oc2ccccc21 | 3 | -30 | 3 | 26 | -1 | -7 | 1 | 2 | 2 | 0
N#Cc1ccc(CSc2nnc(NC(=O)CCc3nc4ccccc4c(=O)[nH]3)s2)cc1 | -2 | . | 2 | 8 | . | -1 | . | 3 | 1 | -1
C=CCNCCOCCOc1ccc(C)cc1[N+](=O)[O-] | 0 | 10 | 0 | 2 | 4 | -4 | 4 | 1 | 1 | -1
CC(C)Oc1ccc(Cn2c(=O)oc3ccccc32)cc1 | 4 | -16 | -5 | -9 | -1 | 5 | 0 | -2 | 5 | -1
CCCOc1ccc(NC(=O)CC2C(=O)N(CC)C(=S)N2CCCN2CCN(Cc3ccccc3)CC2)cc1 (stereo not drawn) | 2 | -4 | 8 | 29 | 3 | 9 | 7 | 1 | -6 | 2
Cc1cccc2cc(C#N)c(SCC(=O)NCC3CCCO3)nc12 (stereo not drawn) | -1 | -23 | 4 | -4 | 2 | -4 | -1 | -1 | -3 | 10
CN(C)c1ccc(N2C(=O)CSC2=S)cc1 | 6 | -14 | -4 | -13 | -1 | -3 | -9 | 3 | 2 | 0
COc1ccc(NC(=O)CC2C(=O)N(c3cccc(OC)c3)C(=O)N2C2CCCCC2)cc1 (stereo not drawn) | 4 | -14 | -9 | 7 | -2 | -7 | -3 | 1 | 2 | -1
O=C(CCc1nnc(C2CCCCC2)o1)N1CCC(Oc2cccnc2)CC1 | 9 | -8 | 14 | -12 | 1 | -1 | 4 | 2 | 0 | 0
Cc1occc1-c1nnc(SCC(=O)c2ccc(F)cc2)n1Cc1ccco1 | 1 | 2 | 46 | -30 | 1 | 9 | -9 | 4 | 0 | -2
CCOC(=O)C1CCCN(Cc2c(C(=O)N3CCOCC3)nc3ccccn23)C1 (stereo not drawn) | -6 | -19 | 18 | -2 | -5 | 0 | -3 | 0 | -1 | -4
COc1ccc(OC)c(N(CC(=O)N2CCC(C)CC2)S(=O)(=O)c2ccc(OC)c(OC)c2)c1 | -2 | 2 | -1 | 15 | -2 | 6 | -4 | 0 | 11 | -4
COc1cc2c(cc1OC)-c1nnc(-c3ccco3)n1C1(CCCC1)C2 | -1 | 1 | -22 | 11 | 0 | -9 | -2 | 1 | 4 | 0
COc1ccc2[nH]c3ccc(OC)cc3c2c1 | 23 | -10 | 6 | -60 | -2 | 15 | 4 | 4 | 1 | .
Cc1ccc(C(=O)N2CCc3ccccc3C2)cc1S(=O)(=O)N1CCOCC1 | -2 | -19 | -1 | 16 | -1 | 9 | 5 | -7 | 2 | 0
CN(C)CCN1CCc2ccccc21 | 2 | -13 | -1 | 18 | 5 | -11 | 6 | -2 | 1 | 1
CCN1CCN(CC(=O)N/N=C/c2ccc(F)cc2F)CC1 | -3 | -19 | 1 | -29 | 1 | -1 | -2 | 2 | -1 | 0
CCc1ccccc1NC(=O)C1CCCN1C(=O)Nc1ccc(C)cc1 (stereo not drawn) | -1 | -20 | -3 | 8 | -4 | -4 | -3 | 4 | 0 | -2
CCCCn1c(SCC(=O)N2CCCc3ccccc32)nc2c1c(=O)n(C)c(=O)n2C | 5 | -5 | 6 | 5 | -4 | -8 | 2 | -4 | -4 | 9
Cc1ccc2cc(C(c3nnnn3C3CCCC3)N(Cc3cccnc3)Cc3ccco3)c(=O)[nH]c2c1 (stereo not drawn) | 1 | -5 | -1 | -14 | 0 | 3 | -6 | 2 | -8 | -4
O=C(O)/C=C/C(=O)N1CCN(Cc2ccc3c(c2)OCO3)CC1 | 6 | -7 | -2 | 1 | 2 | -6 | 1 | 2 | . | 1
CCc1nc(Nc2ccc(N3CCN(C(C)=O)CC3)cc2)c2oc3ccccc3c2n1 | 4 | -21 | -2 | -4 | -3 | 2 | 7 | 0 | -1 | 0
Cc1cc(NC(=O)OC2CCCCC2)ccc1[N+](=O)[O-] | 6 | -168 | 71* | -190 | 2 | 34 | -3 | -4 | 2 | 1
O=C(COC(=O)c1ccc(Oc2ccccc2)cc1)Nc1nnc(-c2ccccc2)o1 | 2 | -15 | -5 | 1 | 1 | 4 | 2 | -1 | -1 | 0
COc1cc(/C=N/NC(=O)Cn2nc([N+](=O)[O-])cc2C)cc(Br)c1OCc1ccccc1 | -7 | -24 | 40 | 11 | 1 | 8 | 0 | 0 | -2 | 4
O=C(O)CSCCOc1ccc(OCCSCC(=O)O)cc1 | 1 | -14 | -7 | 3 | 0 | 1 | 7 | 2 | -13 | -1
COC(=O)C(CCSC)NC(=O)c1cccc([N+](=O)[O-])c1 (stereo not drawn) | -3 | 11 | -37 | -8 | 2 | -14 | 5 | -12 | -34 | 0
CC(Sc1nnc(NC2CCCCC2)s1)C(=O)N1CCOCC1 (stereo not drawn) | 12 | . | -14 | -1 | . | 2 | . | 1 | -10 | -1
O=C(C1COc2ccccc2O1)N1CCN(c2ccc(F)cc2)CC1 (stereo not drawn) | -3 | -4 | . | 25 | 5 | . | 2 | 2 | -1 | -9
Cc1ccccc1Cn1cc(NC(=O)c2cc(-c3ccco3)on2)cn1 | 1 | -32 | 19 | -76 | 1 | 1 | 11 | 1 | -2 | -1
Cc1ccc(S(=O)(=O)NCc2ccccc2)cc1 | 0 | -11 | 2 | -1 | 0 | 0 | 0 | 0 | 1 | -2
Cc1ccc(NC(=O)CCSc2nnc(-c3ccco3)o2)cc1 | -7 | 10 | -8 | -1 | 1 | 1 | 0 | 2 | -3 | -1
CCOc1ccccc1C(=O)Nc1ccccc1O | 17 | 21 | 23 | -7 | 0 | 16 | -1 | 3 | 2 | 0
O=C(CCCCCN1C(=O)c2cccc3cccc(c23)C1=O)NCc1cccnc1 | . | -15 | 9 | ? | 2 | 0 | -11 | 0 | 8 | -1
CCC(C)Sc1cccc(-c2nc3cc(C)ccn3c2NCc2ccccc2)c1 (stereo not drawn) | -1 | . | 8 | -26 | . | 14 | . | 1 | 1 | -2
CCCCCNC(=O)C(C)NS(=O)(=O)c1ccc(OC)cc1 (stereo not drawn) | 1 | -40 | 28 | 12 | -2 | 6 | -2 | -1 | 3 | 0
Cc1ccc(C)n1-n1c(C)nc2scc(-c3ccccc3)c2c1=O | 0 | -17 | 36 | 3 | 1 | 26 | 3 | 2 | 3 | -1
Cc1ccc(NC(=O)CSc2nc3ccccc3c(=O)n2CCCC(=O)NCCCN2CCOCC2)cc1 | . | -3 | 6 | 10 | 4 | 6 | 3 | 1 | 17 | 0
CCOC(=O)Cn1c(-c2cccnc2)nc(-c2ccccc2)c1-c1ccccc1 | 13 | -11 | 12 | 4 | 1 | 7 | -1 | 2 | 3 | 0
O=C1COc2ccc(C(=O)COC(=O)c3ccco3)cc2N1 | 11 | 2 | 5 | -13 | 2 | 6 | -3 | 0 | 3 | 0
CS(=O)(=O)N(CC(=O)N1CCCCCC1)Cc1ccc(Cl)cc1 | -6 | 4 | 13 | 7 | 1 | 10 | -1 | -2 | -2 | -5
COc1ccc(NC(=O)CN(C)C(=O)c2cccc(NS(=O)(=O)c3ccc(Br)cc3)c2)cc1 | 6 | . | 15 | 14 | . | -1 | . | 3 | 3 | -2
CCCc1cc(=O)oc2cc(OCC(=O)Nc3ccc4c(c3)OCCO4)ccc12 | 5 | -10 | 8 | -8 | 1 | -9 | -6 | 1 | . | 0
COC(=O)c1ccc(CNC(=O)CSc2nc3ccccc3[nH]2)cc1 | -5 | -12 | -11 | 14 | -1 | 5 | 0 | -1 | 3 | -2

Single records, as listed above. Order of screens: DYRK1A inh	KLF5 inh	HSF-1 act	aSyn UTR inh	HSP90 refold inh	HSF1 inh	IEC-6 cytotox	GSK3beta inhib	Platelet DG rel	GSK3A inh
Record of `COc1ccc(NC(=O)CN(C)C(=O)c2cccc(NS(=O)(=O)c3ccc(Br)cc3)c2)cc1` : 6	.	15	14	.	-1	.	3	3	-2
Record of `CS(=O)(=O)N(CC(=O)N1CCCCCC1)Cc1ccc(Cl)cc1` : -6	4	13	7	1	10	-1	-2	-2	-5

Next part
SMILES | DYRK1A inh | KLF5 inh | HSF-1 act | aSyn UTR inh | HSP90 refold inh | HSF1 inh | IEC-6 cytotox | GSK3beta inhib | Platelet DG rel | GSK3A inh
O=C(CC(c1ccc(F)cc1)c1ccco1)Nc1nccs1 (stereo not drawn) | . | -14 | 7 | -4 | 0 | -2 | -6 | . | 0 | 1
CC1CC(Nc2ccccc2)c2ccccc2N1C(=O)c1ccncc1 (stereo not drawn) | 0 | 3 | . | . | 0 | . | -8 | 3 | . | 1
O=C(NN=C1c2ccccc2-c2ccccc21)c1ccccc1 | 21 | . | -4 | -3 | . | -3 | . | -1 | -3 | -3
O=C(Nc1ccc2c(c1)CCC2)c1cccs1 | -3 | -257 | 55* | -145 | 4 | 26 | 6 | -1 | 7 | -1
COc1ccccc1-c1coc2cc(OCC(=O)OCc3ccccc3)ccc2c1=O | 2 | 15 | 0 | -24 | 0 | 0 | -11 | 2 | 9 | 3
Cc1cccc(CNC(=O)c2ccccc2NC(=O)C2=CSCCO2)c1 | 4 | -37 | 8 | 9 | 8 | -5 | -1 | -5 | -7 | -1
Cc1cccc(-n2ncc3c(N4CCc5ccccc54)ncnc32)c1 | . | -29 | 2 | -164 | -1 | 3 | 2 | -1 | 9 | -2
Cc1ccc(C(=O)NNC(=O)C2CCN(c3ncccn3)CC2)cc1 | -1 | -38 | -4 | 10 | 2 | -5 | 2 | 0 | -2 | 1

Only part of the results is shown; count on the stated rates, not on these rows.
